Source: PubChem
mHTT CaM bind – inhibitors of human mutant huntingtin-calmodulin interaction; inhibition, % at 15 µM; 190,000 tested, 3.6% active; P42858; AID 1671202; AlphaScreen His-mHTT/GST-CaM binding, luminescence;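 note: 0% = both proteins with DMSO and 100% = one protein alone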
Target sequence (P42858 whole entry, looked up, stated change not applied): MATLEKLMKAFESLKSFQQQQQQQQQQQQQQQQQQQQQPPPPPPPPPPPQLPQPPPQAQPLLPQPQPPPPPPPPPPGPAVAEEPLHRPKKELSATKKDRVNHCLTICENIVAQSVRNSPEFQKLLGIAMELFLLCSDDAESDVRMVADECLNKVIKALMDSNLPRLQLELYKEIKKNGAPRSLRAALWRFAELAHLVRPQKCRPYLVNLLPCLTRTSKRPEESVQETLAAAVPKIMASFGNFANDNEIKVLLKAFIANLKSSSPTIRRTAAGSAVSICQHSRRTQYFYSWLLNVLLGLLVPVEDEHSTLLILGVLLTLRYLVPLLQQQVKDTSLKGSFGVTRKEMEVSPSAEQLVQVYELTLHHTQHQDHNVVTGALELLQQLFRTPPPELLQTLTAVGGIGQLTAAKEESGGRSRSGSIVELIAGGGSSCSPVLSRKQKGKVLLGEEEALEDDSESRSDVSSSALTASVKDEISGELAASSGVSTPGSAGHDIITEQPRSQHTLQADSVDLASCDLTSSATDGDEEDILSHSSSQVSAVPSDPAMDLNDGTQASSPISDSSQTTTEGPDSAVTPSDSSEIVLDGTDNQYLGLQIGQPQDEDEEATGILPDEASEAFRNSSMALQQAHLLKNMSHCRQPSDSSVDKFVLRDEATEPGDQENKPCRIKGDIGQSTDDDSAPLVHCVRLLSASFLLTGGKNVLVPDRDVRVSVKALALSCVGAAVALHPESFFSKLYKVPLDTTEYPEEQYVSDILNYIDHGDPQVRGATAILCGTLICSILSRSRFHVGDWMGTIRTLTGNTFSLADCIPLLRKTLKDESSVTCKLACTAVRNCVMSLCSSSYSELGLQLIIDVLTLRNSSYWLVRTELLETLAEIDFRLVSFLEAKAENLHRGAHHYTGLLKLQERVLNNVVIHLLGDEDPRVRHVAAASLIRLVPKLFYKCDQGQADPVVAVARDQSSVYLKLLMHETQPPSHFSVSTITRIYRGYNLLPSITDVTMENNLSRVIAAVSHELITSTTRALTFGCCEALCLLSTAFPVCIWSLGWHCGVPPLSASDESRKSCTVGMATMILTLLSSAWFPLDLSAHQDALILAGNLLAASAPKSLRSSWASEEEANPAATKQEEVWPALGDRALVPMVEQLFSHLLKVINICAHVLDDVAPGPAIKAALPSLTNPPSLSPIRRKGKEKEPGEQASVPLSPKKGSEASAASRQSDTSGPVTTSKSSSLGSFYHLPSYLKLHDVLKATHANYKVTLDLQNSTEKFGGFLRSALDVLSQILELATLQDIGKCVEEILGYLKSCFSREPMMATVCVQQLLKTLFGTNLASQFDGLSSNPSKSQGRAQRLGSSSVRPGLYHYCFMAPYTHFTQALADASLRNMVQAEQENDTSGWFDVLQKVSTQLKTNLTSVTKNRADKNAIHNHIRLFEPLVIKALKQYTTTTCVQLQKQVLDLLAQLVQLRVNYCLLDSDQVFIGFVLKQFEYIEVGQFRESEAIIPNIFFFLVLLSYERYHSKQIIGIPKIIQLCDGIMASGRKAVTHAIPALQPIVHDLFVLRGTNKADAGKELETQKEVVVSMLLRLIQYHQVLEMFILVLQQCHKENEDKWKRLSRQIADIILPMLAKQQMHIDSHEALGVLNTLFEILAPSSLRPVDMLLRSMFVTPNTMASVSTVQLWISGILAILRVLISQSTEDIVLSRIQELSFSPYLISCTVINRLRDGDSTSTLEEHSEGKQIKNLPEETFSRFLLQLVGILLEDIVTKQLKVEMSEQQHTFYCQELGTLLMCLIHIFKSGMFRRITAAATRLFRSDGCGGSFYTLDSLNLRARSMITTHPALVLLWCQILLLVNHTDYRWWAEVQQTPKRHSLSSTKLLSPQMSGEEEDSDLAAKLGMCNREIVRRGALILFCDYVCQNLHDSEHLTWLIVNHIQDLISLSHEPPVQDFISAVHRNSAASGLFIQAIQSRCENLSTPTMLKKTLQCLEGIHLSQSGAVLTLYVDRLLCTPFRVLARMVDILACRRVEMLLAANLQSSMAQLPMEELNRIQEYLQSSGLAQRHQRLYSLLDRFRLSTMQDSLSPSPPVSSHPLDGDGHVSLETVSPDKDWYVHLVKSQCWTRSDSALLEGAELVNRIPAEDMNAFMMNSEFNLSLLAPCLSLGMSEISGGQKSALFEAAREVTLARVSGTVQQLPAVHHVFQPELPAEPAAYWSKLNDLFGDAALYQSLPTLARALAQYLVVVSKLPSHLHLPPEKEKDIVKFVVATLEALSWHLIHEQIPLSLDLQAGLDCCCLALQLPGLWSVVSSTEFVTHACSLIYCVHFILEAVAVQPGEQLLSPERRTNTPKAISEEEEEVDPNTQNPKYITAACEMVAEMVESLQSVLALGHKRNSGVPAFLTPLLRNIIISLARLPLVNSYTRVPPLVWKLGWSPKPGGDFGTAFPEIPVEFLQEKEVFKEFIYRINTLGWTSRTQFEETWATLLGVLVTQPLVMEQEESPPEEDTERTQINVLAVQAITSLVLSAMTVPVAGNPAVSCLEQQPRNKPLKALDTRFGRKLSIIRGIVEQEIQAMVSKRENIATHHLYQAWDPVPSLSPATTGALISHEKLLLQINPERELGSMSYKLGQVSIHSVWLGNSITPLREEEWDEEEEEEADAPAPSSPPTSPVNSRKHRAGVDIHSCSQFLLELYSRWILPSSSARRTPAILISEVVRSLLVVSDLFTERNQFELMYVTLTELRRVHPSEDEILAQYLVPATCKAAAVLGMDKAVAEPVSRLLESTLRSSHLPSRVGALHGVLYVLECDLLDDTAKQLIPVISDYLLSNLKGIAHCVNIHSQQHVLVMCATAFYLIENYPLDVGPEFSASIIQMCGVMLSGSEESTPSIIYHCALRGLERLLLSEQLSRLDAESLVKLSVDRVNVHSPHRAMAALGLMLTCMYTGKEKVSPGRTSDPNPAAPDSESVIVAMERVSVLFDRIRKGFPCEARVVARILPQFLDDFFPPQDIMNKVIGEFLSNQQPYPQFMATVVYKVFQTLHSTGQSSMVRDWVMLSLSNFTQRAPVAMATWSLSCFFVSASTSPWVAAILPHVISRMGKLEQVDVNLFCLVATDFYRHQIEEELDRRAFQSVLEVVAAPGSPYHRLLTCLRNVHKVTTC
Pf apPOL block – Pf-apPOL DNA polymerase inhibition | Recombinant Pf-apPOL, molecular beacon fluorescence, 1.5 h | inhibition, % at 10 µM | 210,000 tested, 0.25% active | AID 1794808
* = called active by the depositor; · = no result given; & = joins results of further samples; ! = a repeat was not active. Cut-off read from the data, not from the text of the source: active = inhibition above about 50%; inactive = the rest.

Each structure is followed by: mHTT CaM bind, Pf apPOL block
O=C(NC(Nc1ccc(I)cc1)C(Cl)(Cl)Cl)c1cccs1 (stereo not drawn)
  84*, -3
CC(=O)O[C@H]1CC[C@@]2(C)C(=CCC3C4CCC(C(C)CCCC(C)C)[C@]4(C)CCC32)C1 (stereo partly drawn)
  ·, 21
COc1ccc(CN2CCN(c3ccc(F)cc3)CC2)c(OC)c1OC
  3, -11
COC(=O)Nc1ccc(S(=O)(=O)n2cnc3ccccc32)cc1
  0, 0
O=C1CSC(c2ccc([N+](=O)[O-])cc2)N1c1cc(Cl)ccc1O (stereo not drawn)
  6, 6
CN(C)CCNC(=O)C1COC2(CCCCC2)N1C(=O)c1cccc(F)c1 (stereo not drawn)
  4, -3
CCOc1cc(C(=O)NCc2cccnc2)cc(OCC)c1OCC
  1, -2
O=C(CC1CCCCC1)NCC1CCN(c2cc(-c3cccnc3)[nH]n2)CC1
  3, -7
CCSc1nnc(NC(=O)c2cccnc2)s1
  -11, 0
COc1ccc(C2C3=C(CCCC3=O)Nc3nc(SCc4ccccc4Cl)nn32)cc1 (stereo not drawn)
  1, 0
COc1ccc(-n2nc3c(c2NC(=O)c2ccc4c(c2)OCO4)CS(=O)(=O)C3)cc1
  4, -4
COCC(=O)N1CCN(c2cc(C)cc(C)c2)C(=O)C1C (stereo not drawn)
  -8, -2
CCCS(=O)(=O)N1CCN(C(=O)c2cccc(OC)c2OC)CC1
  0, -3
O=C(Nc1ccc(N2CCN(Cc3ccncc3)CC2)nc1)c1cccc(F)c1
  19, -3
Cn1cccc1CN1CCC(c2nc(-c3ccccc3)n[nH]2)CC1
  49, 7
COc1cc(NC(=O)c2cc([N+](=O)[O-])ccc2Cl)c(OC)cc1Cl
  15, -7
Cc1ccccc1Cn1c(-c2ccccc2F)nc2ccccc2c1=O
  -3, -2
Cc1ncc(CO)c2cc(C(=O)Nc3ccccc3Cl)c(=N)oc12
  1, -1
COc1cc2c(cc1OC)CN(Cc1ccccc1Cl)CC2
  -8, -4
Cc1cccc(NC(=O)c2cc(S(=O)(=O)N3CCc4ccccc4C3)ccc2F)c1C
  8, -1
CC(=O)Nc1ccc(S(=O)(=O)N2CCCC2)cc1
  -3, -6
Cc1ccc(C(=O)NCCNS(=O)(=O)c2ccccc2[N+](=O)[O-])cc1
  -2, 2
Cc1ccccc1N1CCN(C(=O)c2ccc3ncnc(N4CCCC4)c3c2)CC1
  6, -3
O=C(Nc1cc(-c2ccncc2)no1)C1CCC1
  -10, -3
Cc1cc(C)nc(NC(=O)CC(c2ccccc2)c2ccccc2)n1
  15, -1
O=C(CN1C(=O)C2(OCCO2)c2cc(Br)ccc21)c1ccccc1C(F)(F)F
  -1, -3
Cc1ccnc(N2CCCC(C(=O)NCC3CCN(Cc4cccc(F)c4)CC3)C2)n1 (stereo not drawn)
  3, 4
O=C1CC(Sc2nc3ccccc3s2)C(=O)N1c1ccccc1I (stereo not drawn)
  -6, 0
CCC(=O)N1CCc2cc(Br)cc(S(=O)(=O)NCCN3CCCCC3C)c21 (stereo not drawn)
  5, 1
Cc1cc(Cl)ccc1OCC(=O)Nc1ccc(NC(=O)c2ccco2)cc1
  1, 1
CC1CCN(C(=O)CS(=O)(=O)c2cn(Cc3ccccc3Cl)c3ccccc23)CC1
  10, 7
CCN1CCN(c2cc(Oc3ccc(F)cc3Cl)ncn2)CC1
  -11, -8
CC1CCN(c2nc3c(c(=O)n(Cc4ccc(Br)cc4)c(=O)n3C)n2C)CC1
  -3, 2
Cc1ccc(S(=O)(=O)CCC(=O)Nc2ccc(OC(F)(F)F)cc2)cc1
  2, -4
CCOC(=O)c1ccc(OCC2c3cc(OC)c(OC)cc3CCN2C(=O)CC2CCCCC2)cc1 (stereo not drawn)
  36, -1
CCC(=O)NCc1csc(C2CCN(S(=O)(=O)c3ccc(Cl)cc3)CC2)n1
  5, 8
O=C1C(c2cccnc2)N(Cc2ccccc2)C(=O)CN1c1ccccc1 (stereo not drawn)
  0, -1
Cc1ccccc1C(=O)N1CCN(C2=CC3=NCC(C)N3C=N2)CC1 (stereo not drawn)
  -1, -2
CC(=O)NC1=C(N2CCN(Cc3ccccc3)CC2)C(=O)c2ccccc2C1=O
  26, -7
Cc1cccc(OCCNc2ccc([N+](=O)[O-])cn2)c1
  7, 27
COC(=O)c1sccc1Oc1ccc(C(F)(F)F)cc1NC(=O)c1c(-c2c(F)cccc2Cl)noc1C
  ·, 2
Cc1occc1C(=O)NC(c1ccccc1)c1ccccc1
  18, 2
CCc1ccc(C=C2Oc3cc(OS(C)(=O)=O)ccc3C2=O)cc1
  1, -5
CC(=O)c1ccc(NS(=O)(=O)c2cc(Cl)ccc2Cl)cc1
  1, -4
CCCSc1nnc2c(n1)OC(c1cccnc1)Nc1ccccc1-2 (stereo not drawn)
  0, 52*
CC(C)OCCCNC(=O)c1cc(-c2ccc(Cl)s2)nc2ccccc12
  0, 2
O=C(c1ccc(OCC2CCN(C(=O)c3ccc(F)c(F)c3)CC2)cc1)N1CCCC1
  1, -1
COC(=O)C1(C(F)(F)F)N=C2Sc3ccccc3N2C(=O)N1 (stereo not drawn)
  1, ·
O=C(Cn1cnc2ccccc2c1=O)NCCn1nc(-n2ccnc2)ccc1=O
  -9, -5
COCCCNC(=O)c1cn(CC(C)C)c(=O)c2c1c1ccccc1n2C
  -5, 2
O=C(c1cccc(C(F)(F)F)c1)N1CCC(c2ccccc2)C1 (stereo not drawn)
  -8, -7
CCc1ccccc1NS(=O)(=O)c1cc(Br)cc2c1N(C(=O)C1CC1)CC2
  9, -2
CC1C(c2ccc(N(C)C)cc2)NC(c2ccc(N(C)C)cc2)C(C)C1(C)O (stereo not drawn)
  19, -8
CCC1(C)Cc2ccccc2-c2nc3n(c(=O)c21)CC(C(=O)O)S3 (stereo not drawn)
  5, -4
CCC(=O)Nc1cccnc1-c1ccc(C(=O)Nc2ccc(OC)c(Cl)c2)cc1
  2, 5
C/C(=C\c1ccccc1)CN(C)C1CCN(C)CC1
  2, 2
COc1ccc(N2CCN(C(=O)C3CCN(c4ccncc4)CC3)CC2)cc1
  9, -3
COc1ccc(C(O)=C2C(=O)C(=O)N(CCCN(C)C)C2c2ccc(F)cc2)cc1 (stereo not drawn)
  3, -14
CC(=O)Nc1cccc(-c2nc3ccccc3[nH]2)c1C
  2, -9
O=[N+]([O-])c1cccc(/C=C/c2nc(C=Nc3ccc(Cl)cc3Cl)c(O)o2)c1
  10, -3

The last 4 compounds of the part before come first, to join the parts.
Each structure is followed by: mHTT CaM bind, Pf apPOL block
COc1ccc(N2CCN(C(=O)C3CCN(c4ccncc4)CC3)CC2)cc1
  9, -3
COc1ccc(C(O)=C2C(=O)C(=O)N(CCCN(C)C)C2c2ccc(F)cc2)cc1 (stereo not drawn)
  3, -14
CC(=O)Nc1cccc(-c2nc3ccccc3[nH]2)c1C
  2, -9
O=[N+]([O-])c1cccc(/C=C/c2nc(C=Nc3ccc(Cl)cc3Cl)c(O)o2)c1
  10, -3
O=C(Nc1ccc(Cc2ccncc2)cc1)C(F)(F)F
  -4, 0
Cc1ccc2oc(C3Nc4ccccc4NC4=C3C(=O)CC(c3cccs3)C4)cc(=O)c2c1 (stereo not drawn)
  92*!, 15&-8
COc1ccc(OC)c(N2CCN(C(=O)CC(C)(C)C)C(C)C2=O)c1 (stereo not drawn)
  -4, -4
CCCSc1nnc2c(n1)OC(c1ccc(O)c(OC)c1)Nc1ccccc1-2 (stereo not drawn)
  -7, -16
Cc1nonc1OCC(C)(COc1nonc1C)NS(=O)(=O)c1ccc(Cl)cc1
  -4, -4
Cc1oc(C(=O)O)cc1CSc1nnc(-c2ccccc2)n1C
  -1, -8
COc1ccccc1/C=C1\N=C(c2ccc(C)c([N+](=O)[O-])c2)OC1=O
  6, -9
CCCc1ccc(C(=O)Nc2nc(-c3ccc(C)c(Cl)c3)c(C)s2)cc1
  ·, -11
Cn1ncc([N+](=O)[O-])c1C(=O)Nc1ccc(I)cc1
  2, 0
O=C(CN1CCN(C2c3ccccc3-c3ccccc32)CC1)Nc1cccc(F)c1
  21, -2
Cc1cc(O)c(CN2CCN(C)CC2)c2c1C(=O)C(=Cc1cc3ccccc3o1)O2
  3, 4
CCCCSc1nc(O)cc(=O)n1CC
  -7, 2
CCCn1c(C2CCN(S(=O)(=O)c3ccc(C(C)C)cc3)C2)nc2cccnc21 (stereo not drawn)
  14, 0
O=C1CSC(c2ccc3c(c2)OCO3)N1Cc1ccccc1 (stereo not drawn)
  -7, -3
CC(C)OCCCNC(=O)c1ccc2c(c1)NC(=O)C(N1CCCCC1)S2 (stereo not drawn)
  -4, -18
C/C(Cl)=C\Cn1c(SCc2cccc(Br)c2)nc2c1c(=O)[nH]c(=O)n2C
  11, -3
CN(CC(=O)N1N=C(c2ccccc2F)CC1c1ccc(F)cc1)C(=O)C1CCC1 (stereo not drawn)
  2, -1
CC(C)CCNC(=O)C1CC(=O)N(c2ccc(F)cc2)C1 (stereo not drawn)
  -5, 6
O=C(CNC(=O)C1CCCCC1)NC1CCCCC1
  0, 8
COc1ccc(-c2nc[nH]c2[N+](=O)[O-])cc1
  2, 1
O=c1cc(-c2ccccc2Cl)oc2c(NS(=O)(=O)c3ccccc3C(F)(F)F)ccc(O)c12
  0, 1
COc1ccc(-c2c(C)c3ccc(OCC(N)=O)cc3oc2=O)cc1OC
  6, 0
COCCn1cc2c3c(cccc31)CN(C(=O)Cc1c(F)cccc1Cl)CC2
  -3, 0
CCOc1ccc(-n2cc(C(=O)OC3CCOC3=O)c3ccccc3c2=O)cc1 (stereo not drawn)
  5, 2
Cc1ccc2nc(/C(C#N)=C/c3ccccc3F)[nH]c2c1
  23&-13, -2&-7
COc1ccc2c(N3CCC(C(=O)Nc4ccc(C)c(C)c4)CC3)c(C#N)cnc2c1
  6, -1
CC(C)Cc1ccc(C(=O)CC2OC(=O)c3ccccc32)cc1 (stereo not drawn)
  ·, -11
CC(C(=O)NC1CCCC1)C1CCN(S(=O)(=O)c2ccc(Cl)s2)CC1 (stereo not drawn)
  -3, -1
Cc1ccc(CNC(=O)c2cn3c(n2)COCC3)cc1C
  -9, -4
O=C1CC(Nc2ccc(Br)cc2)C(=O)N1c1cccc(Cl)c1 (stereo not drawn)
  3, -2
c1ccc(C2(c3ccccc3)CC2(c2ccccc2)c2ccccc2)cc1
  ·, -6
Cc1ccccc1NC(=O)C1CCn2c(nc3ccccc32)C1 (stereo not drawn)
  -1, -9
CCCc1cc(C2CCCN2Cc2ccc(OCC)c(OC)c2)no1 (stereo not drawn)
  5, -8
Cc1cccc(-c2nc(Cc3noc(-c4ccncc4)n3)c(C)o2)c1
  3, -8
CCOC(=O)CSc1ncnc2sc3c(c12)CCCC3
  ·, 3
Cc1noc(-c2nn(C)c3c2CN(S(=O)(=O)c2ccc(Cl)cc2C)CC3)n1
  21, -3
COc1ccccc1C(c1c(C)[nH][nH]c1=O)c1c(C)[nH][nH]c1=O
  1, -2
O=C(c1oc(=O)c2ccccc2c1-c1ccccc1)N1CCN(c2ccc([N+](=O)[O-])cc2)CC1
  -7, -6
O=C(c1ccccn1)N1CCC(n2c(-c3ccoc3)nc3cccnc32)C1 (stereo not drawn)
  7, -10
O=C(O[n+]1ccc(N2CCOCC2)cc1)N(c1ccccc1)c1ccccc1
  -3, 6

Retrieved by compound from above:
Each structure is followed by: mHTT CaM bind, Pf apPOL block
CC(C)Cc1ccc(C(=O)CC2OC(=O)c3ccccc32)cc1 (stereo not drawn)
  ·, -11
O=C1CC(Nc2ccc(Br)cc2)C(=O)N1c1cccc(Cl)c1 (stereo not drawn)
  3, -2
O=C(O[n+]1ccc(N2CCOCC2)cc1)N(c1ccccc1)c1ccccc1
  -3, 6
c1ccc(C2(c3ccccc3)CC2(c2ccccc2)c2ccccc2)cc1
  ·, -6
O=C(c1ccccn1)N1CCC(n2c(-c3ccoc3)nc3cccnc32)C1 (stereo not drawn)
  7, -10
CCOC(=O)CSc1ncnc2sc3c(c12)CCCC3
  ·, 3
O=c1cc(-c2ccccc2Cl)oc2c(NS(=O)(=O)c3ccccc3C(F)(F)F)ccc(O)c12
  0, 1

(list continues)
Each structure is followed by: mHTT CaM bind, Pf apPOL block
OCc1ccc2c(c1)OCCOCCOc1cc(CO)ccc1OCCOCCO2
  -3, -6
COc1ccc(-c2cc(C(=O)Nc3nccs3)c3ccccc3n2)c(OC)c1
  4, -3
COc1ccc(C(O)=C2C(=O)C(=O)N(CCN(C)C)C2c2cccnc2)cc1OC (stereo not drawn)
  1, -1
COc1ccc(Nc2nc(SC)nc3c2CCC3)cc1
  19, -14
COc1ccccc1OCCOC(=O)Nc1ccccc1
  -1, 33
COc1cc(NC(=O)N2CC3CCCN3c3ccccc32)cc(OC)c1OC (stereo not drawn)
  62*, 4
Cc1cc2ccccc2c(=O)n1CC(=O)NCC(=O)Nc1cccc(C(F)(F)F)c1
  5, 1
O=C(CCc1ccccc1)NC1C2CC3CC(C2)CC1C3 (stereo not drawn)
  -5, -1
Oc1ccc(C2Oc3ccccc3C3CC(c4cccs4)=NN32)c(O)c1 (stereo not drawn)
  64*, 9
S=C1NC(C23CC4CC(CC(C4)C2)C3)=CC(c2ccc(Br)cc2)N1 (stereo not drawn)
  26, ·
CN(C)CCNC(=O)c1ccc2c(c1)NC(=O)C(N1CCCCC1)S2 (stereo not drawn)
  2, -17
O=S(=O)([O-])C/C(=C\c1ccc(Cl)cc1)c1cc[n+](CCO)cc1
  -5, ·
O=c1cc(-c2ccccc2)[nH]c2nc(Cl)ccc12
  ·, -6
COc1ccccc1N=c1oc2ccccc2cc1C(=O)NC(C)=O
  2, 0
Cc1ccc(NC(=O)CCN2CCN(C/C=C/c3ccccc3)CC2)cc1
  42, -10
CC(=O)NCCc1csc(C2CCN(C(=O)c3ccccc3F)CC2)n1
  1, 4
Cc1nc2c(C(=O)NC3CCCCC3)cnn2c(C)c1Cc1cccc(Br)c1
  43, -4
